Compound activity (PubChem)
Dyrk1A ADPGlo: inhibitors of rat Dyrk1A kinase; Q63470; AID 504441; 310,000 compounds, 0.43% hits; inhibition, % at 12.5 µM; ADP-Glo luminescence, NFATc1 peptide; in the data active = inhibition above about 50%;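 also: plate controls were vehicle with enzyme for no effect and no enzyme for full effect; many of its hits are not listed in these tables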
GSK3A inh: inhibitors of human GSK-3 alpha kinase; inhibition, % at 10 µM; AID 2650; 320,000 compounds, 0.1% hits; ADP-Glo luminescence, 60 min;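 in the data active = inhibition above about 50%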;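 also: GST-tagged GSK-3 alpha with peptide substrate and 25 µM ATP; 0% = DMSO neutral wells and 100% = GW8510 positive control wells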
Target sequence (P49840 whole entry, looked up): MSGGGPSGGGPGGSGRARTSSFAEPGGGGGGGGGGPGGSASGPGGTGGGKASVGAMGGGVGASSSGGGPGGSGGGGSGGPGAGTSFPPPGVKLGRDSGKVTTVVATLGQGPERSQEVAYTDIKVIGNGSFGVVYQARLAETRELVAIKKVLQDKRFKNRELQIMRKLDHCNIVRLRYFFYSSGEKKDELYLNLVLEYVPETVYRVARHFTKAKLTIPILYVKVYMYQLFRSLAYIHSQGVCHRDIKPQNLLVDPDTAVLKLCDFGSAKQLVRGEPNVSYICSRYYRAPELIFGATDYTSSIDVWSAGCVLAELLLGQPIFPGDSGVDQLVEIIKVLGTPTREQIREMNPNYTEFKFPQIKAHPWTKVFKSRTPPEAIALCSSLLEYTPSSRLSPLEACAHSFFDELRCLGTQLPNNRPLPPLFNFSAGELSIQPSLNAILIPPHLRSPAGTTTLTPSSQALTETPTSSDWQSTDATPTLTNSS
GSK3B inh: blocks human GSK3beta kinase activity; activity score (negative = inhibition), % at 10 µM; GST-GSK3beta kinase, ADP-Glo luminescence, 60 min; active compounds read low; P49841; 300,000 compounds, 0.038% hits;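 active = more than half of replicate wells score below -50%, meaning over 50% inhibition versus plate controls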;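 also: 0% = median DMSO wells and -100% = median GW8510 positive control wells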
Target sequence (P49841 whole entry, looked up): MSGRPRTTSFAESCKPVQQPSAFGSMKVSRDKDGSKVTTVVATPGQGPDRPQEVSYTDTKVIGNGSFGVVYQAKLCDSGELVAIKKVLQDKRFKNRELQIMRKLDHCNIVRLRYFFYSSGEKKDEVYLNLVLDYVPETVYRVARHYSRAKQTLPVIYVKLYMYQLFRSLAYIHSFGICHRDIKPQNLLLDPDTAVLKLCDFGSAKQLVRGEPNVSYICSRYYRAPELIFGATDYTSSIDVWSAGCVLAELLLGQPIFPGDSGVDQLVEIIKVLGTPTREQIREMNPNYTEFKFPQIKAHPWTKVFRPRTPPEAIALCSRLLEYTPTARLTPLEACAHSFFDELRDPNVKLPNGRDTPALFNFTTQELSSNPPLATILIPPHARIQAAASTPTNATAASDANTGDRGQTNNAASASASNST
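Test system: GST-tagged human GSK3beta kinase, cell-free; evaluation: activity score scaled between in-plate DMSO and GW8510 controls; measured by: ADP-Glo luminescence; incubation: 60 min reaction, RT; benchmarks: DMSO and 20 µM GW8510; reagent: peptide substrate plus 25 µM ATP (final); medium: Tris/MgCl2 kinase buffer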
HSP90 refold inh: HSP90 refolding inhibition in rabbit reticulocyte lysate | luciferase refolding luminescence, 3 h | inhibition, % at 5.6 µM | 290,000 compounds, 0.91% hits | AID 1789;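 active = inhibition above the screen-wide mean plus 3 SD, computed separately per campaign, cut at about 16% in these data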;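 also: 0% = DMSO wells and 100% = 60 µM geldanamycin wells; inhibitors lower the luminescence because luciferase stays unfolded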
Platelet DG rel: modulates dense granule release in human platelets. 300,000 compounds, 0.22% hits. human platelet-rich plasma, SFLLRN dense granule ATP release, luminescence. AID 1663. inhibition, %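 (compounds screened at 7.5 µM in platelet-rich plasma)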;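 active = mean replicate score, as percent of positive control, at or above 50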
HSF-1 act: increases HSF-1 driven luciferase reporter signal | NIH3T3-HGL HSF-1 luciferase reporter, MG132, 8 h; 100% = twice DMSO control signal | activation, % at 9 µM | 300,000 compounds, 1.7% hits | AID 504408;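 active = mean replicate activation of at least 50% with a set share of replicates each reaching 50%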;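 also: 0% = median of the neutral control wells and 100% = twice that signal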
KLF5 inh: suppresses KLF5 promoter-driven expression | 290,000 compounds, 0.23% hits | DLD-1 KLF5 promoter-luciferase reporter, luminescence | inhibition, % at 5 µM;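 active = inhibition above a per-plate limit of that plate's mean compound inhibition plus 3 SD, cut at about 60% in these data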;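 also: 0% = DMSO wells and 100% = LY294002 at 200 µM; higher means less KLF5 promoter-driven luciferase light; inactives centre near -14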
IEC-6 cytotox: counter-screen for KLF5 inhibitors: cytotoxicity in IEC-6 cells | IEC-6 cytotoxicity, luminescence viability | inhibition, % at 5 µM | 290,000 compounds, 0.78% hits | AID 1825; in the data active = inhibition above about 22%;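 also: 0% = plate median of test compound wells and 100% = cytotoxic reference compound wells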
aSyn UTR inh: MLPCN primary screen, SNCA 5' untranslated region | inhibition, % (tested at 7.5 µM) | 300,000 compounds, 0.82% hits | AID 1813 | alpha-synuclein 5'UTR reporter, inhibitor activity; in the data active = inhibition above about 60%;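 also: H4 neuroglioblastoma cells stably carrying SNCA 5'UTR luciferase fusion; 0% = DMSO wells and 100% = positive control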
HSF1 inh: HSF1 inhibition; NIH3T3-HGL HSE-luciferase, MG132-induced, luminescence 8 h; active compounds read low; activity change, negative = inhibition, % at 7.5 µM (by protocol); 300,000 compounds, 0.77% hits; AID 2098;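 active = more than half of replicate wells show activity change below -50%, luminescence cut by over half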;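 also: luciferase reports HSF-1 transcriptional activity via heat shock element; 0% = median of DMSO wells and -100% = zero luminescence signal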
Numbers without * were called inactive; . = no result given.

Field names – A = Dyrk1A ADPGlo; B = GSK3A inh; C = GSK3B inh; D = HSP90 refold inh; E = Platelet DG rel; F = HSF-1 act; G = KLF5 inh; H = IEC-6 cytotox; I = aSyn UTR inh; J = HSF1 inh
CC1CCN(C(=O)CN(Cc2ccccc2)S(C)(=O)=O)CC1
  A: .	B: -3	C: 0	D: 0	E: -5	F: 8	G: -31	H: 0	I: -5	J: -5
CN(c1cccc(NC(=O)CN(c2cccc(F)c2)S(C)(=O)=O)c1)S(C)(=O)=O
  A: 2	B: -6	C: 3	D: -3	E: 0	F: -7	G: -13	H: -6	I: 2	J: 4
N#Cc1cc(NC2CCCC2)c([N+](=O)[O-])cc1C#N
  A: 2	B: .	C: 0	D: 0	E: -43	F: -6	G: -43	H: 2	I: -8	J: -2
Cc1cccc(-c2nnc(SCc3cc(=O)[nH]c4ccccc34)n2C)c1
  A: -4	B: -5	C: -4	D: 3	E: 4	F: 7	G: -7	H: -5	I: -2	J: -5
CC1(c2nnc(-c3ccncc3)o2)CC(c2ccc(Cl)cc2)=NO1 (stereo not drawn)
  A: -12	B: .	C: 0	D: .	E: 8	F: -5	G: .	H: .	I: -15	J: 2
O=C(CN(C1CCCCC1)C1CCCCC1)N1CCc2ccccc2C1
  A: 7	B: -1	C: -1	D: 1	E: -3	F: 17	G: -5	H: 0	I: 22	J: 10
Cc1ccc(C)c(-n2nnnc2Sc2nc([N+](=O)[O-])nn2C)c1
  A: -1	B: .	C: 1	D: -1	E: 7	F: 15	G: -14	H: 2	I: -52	J: 5
CCc1c(O)nc(SCC(=O)N(CC)CC)[nH]c1=O
  A: -2	B: -2	C: 1	D: -2	E: -2	F: -44	G: -12	H: -3	I: -7	J: -25
CCOc1ccc(/C=N/NC(=O)CSc2ccccn2)cc1O
  A: .	B: 4	C: 7	D: -1	E: 3	F: -46	G: 28	H: 1	I: -2	J: -24
CCC(CC)NC(=O)CON=C1c2ccccc2-c2ccccc21
  A: 4	B: .	C: 2	D: -3	E: -1	F: 12	G: -11	H: 4	I: 39	J: -5

Whole records, looked up by structure:
CCc1c(O)nc(SCC(=O)N(CC)CC)[nH]c1=O is listed as Dyrk1A ADPGlo: -2; GSK3A inh: -2; GSK3B inh: 1; HSP90 refold inh: -2; Platelet DG rel: -2; HSF-1 act: -44; KLF5 inh: -12; IEC-6 cytotox: -3; aSyn UTR inh: -7; HSF1 inh: -25
Cc1ccc(C)c(-n2nnnc2Sc2nc([N+](=O)[O-])nn2C)c1 is listed as Dyrk1A ADPGlo: -1; GSK3A inh: .; GSK3B inh: 1; HSP90 refold inh: -1; Platelet DG rel: 7; HSF-1 act: 15; KLF5 inh: -14; IEC-6 cytotox: 2; aSyn UTR inh: -52; HSF1 inh: 5

Next structures follow:
Field names – A = Dyrk1A ADPGlo; B = GSK3A inh; C = GSK3B inh; D = HSP90 refold inh; E = Platelet DG rel; F = HSF-1 act; G = KLF5 inh; H = IEC-6 cytotox; I = aSyn UTR inh; J = HSF1 inh
Cc1c(NC(=O)C2CCCCC2)cc(C(=O)N2CCOCC2)cc1[N+](=O)[O-]
  A: .	B: -2	C: 0	D: 1	E: 2	F: -3	G: -9	H: -2	I: 14	J: 6
COc1cccc(N(C(C)=O)c2nc(C)cc(C)c2C#N)c1
  A: -12	B: -2	C: 1	D: -1	E: -1	F: 3	G: 1	H: -4	I: -3	J: 10
COC(=O)c1cccc(NC(=O)C23CC4CC(C2)CC(n2cncn2)(C4)C3)c1
  A: 1	B: -1	C: 1	D: -2	E: 3	F: 10	G: -9	H: -1	I: -9	J: -3
Cc1sc2nc(SCc3nnc(-c4cccs4)o3)n(C3CCCC3)c(=O)c2c1C
  A: -6	B: -3	C: 0	D: -2	E: 3	F: 15	G: -6	H: -4	I: 15	J: 6
C=CCNc1nnc(Cl)c2ccccc12
  A: 14	B: 3	C: -2	D: -3	E: 1	F: 1	G: -32	H: -4	I: -15	J: 0
C/C(=N\Nc1nc(C)cc(-c2ccccc2)n1)c1cccc(N)c1
  A: -1	B: -2	C: 2	D: -3	E: 10	F: 21	G: -37	H: 10	I: -64	J: 12
CCCn1c(C(O)c2ccc3c(c2)OCO3)nc2ccccc21 (stereo not drawn)
  A: 2	B: -2	C: -1	D: 6	E: 2	F: 16	G: -11	H: 12	I: 20	J: -4
CCCn1c(COc2ccccc2OC)nc2ccccc21
  A: 3	B: 0	C: 0	D: 7	E: 4	F: 1	G: -23	H: 8	I: -21	J: 4
CSc1cc(C)nc(N(C)C(C)=O)n1
  A: -6	B: -1	C: 2	D: -3	E: -4	F: 10	G: -8	H: -5	I: 18	J: -1
CCN1C(=O)/C(=C/N2CCc3ccccc32)SC1=S
  A: -5	B: -1	C: 1	D: 0	E: -1	F: 28	G: -4	H: 6	I: -190	J: 6

Next section
Field names – A = Dyrk1A ADPGlo; B = GSK3A inh; C = GSK3B inh; D = HSP90 refold inh; E = Platelet DG rel; F = HSF-1 act; G = KLF5 inh; H = IEC-6 cytotox; I = aSyn UTR inh; J = HSF1 inh
NC(=O)CCS(=O)(=O)CCN1CCCCC1
  A: 0	B: 0	C: 2	D: 1	E: 1	F: -4	G: 9	H: -5	I: -11	J: -2
COc1cc(/C=N/Nc2ccccc2)ccc1OC(=O)c1cccs1
  A: .	B: 0	C: .	D: -2	E: .	F: .	G: 10	H: -1	I: .	J: .
O=C(NCC(O)c1ccc([N+](=O)[O-])cc1)c1cccc(S(=O)(=O)N2CCOCC2)c1 (stereo not drawn)
  A: -1	B: 1	C: 3	D: -1	E: 20	F: 23	G: -9	H: -1	I: -8	J: 7
O=C(CN1C(=O)C2C3C=CC(C3)C2C1=O)N1CC(=O)N(CCc2ccccc2)C(=O)C1 (stereo not drawn)
  A: 3	B: -2	C: 3	D: -3	E: -16	F: -13	G: -21	H: 4	I: 8	J: 1
CC(=O)O[C@H]1CC[C@@]2(C)[C@@H](CC[C@H]3[C@@H]4CC[C@H](C(C)O)[C@@]4(C)CC(=O)[C@@H]32)C1 (stereo partly drawn)
  A: 4	B: -1	C: 1	D: .	E: 10	F: -52	G: .	H: .	I: 1	J: -39
O=C1CC(SC2=NCCS2)C(=O)N1c1cccc(Cl)c1Cl (stereo not drawn)
  A: 17	B: 1	C: 4	D: 0	E: -4	F: -4	G: -20	H: 2	I: -6	J: -6
CN1CCN(S(=O)(=O)c2cccc(C(=O)Nc3sc4c(c3-c3nc5ccccc5[nH]3)CCCC4)c2)CC1
  A: 0	B: -1	C: -4	D: 0	E: 2	F: 0	G: 15	H: 6	I: -109	J: 10
CC(=O)Nc1ccc(S(=O)(=O)N2CCN(CCCOc3ccccc3Cl)CC2)cc1
  A: 6	B: -2	C: 5	D: 1	E: 8	F: 17	G: -22	H: 1	I: -2	J: -9
Cc1ccc(S(=O)(=O)N2CCN(C(=O)C3Cc4ccccc4CN3C(=O)c3ccco3)CC2)cc1 (stereo not drawn)
  A: -3	B: -2	C: 5	D: 2	E: 3	F: 14	G: 2	H: 0	I: -9	J: -3
Cc1ccc(NC(=O)C2CCN(C(=O)N3CCOc4ccccc43)CC2)cc1
  A: -1	B: -5	C: -3	D: 6	E: -2	F: 6	G: -22	H: 2	I: 7	J: 4

(cont.)
Field names – A = Dyrk1A ADPGlo; B = GSK3A inh; C = GSK3B inh; D = HSP90 refold inh; E = Platelet DG rel; F = HSF-1 act; G = KLF5 inh; H = IEC-6 cytotox; I = aSyn UTR inh; J = HSF1 inh
Cc1ccc(S(=O)(=O)N[C@@H](CO)C(=O)N[C@@H](Cc2ccc(O)cc2)C(=O)O)cc1
  A: 2	B: -2	C: 3	D: 5	E: -4	F: -23	G: -22	H: -1	I: 9	J: -10
CC(C)OP(=O)(OC(C)C)C(NC(=O)c1cccc([N+](=O)[O-])c1)C(N)=O (stereo not drawn)
  A: -8	B: 2	C: .	D: -2	E: .	F: -8	G: -34	H: -12	I: -2	J: -5
Nc1ccc2nc(SCc3ccc([N+](=O)[O-])cc3)sc2c1
  A: 8	B: -3	C: -3	D: -2	E: -1	F: 98*	G: -12	H: 6	I: -41	J: 57
NS(=O)(=O)c1ccc(CCNC(=O)CNC(=O)Cc2cccc3ccccc23)cc1
  A: -4	B: -4	C: -23	D: -2	E: -1	F: 3	G: -21	H: 1	I: 14	J: -11
CC1=NN(c2ccc(S(=O)(=O)O)cc2C)C(=O)C1
  A: -3	B: -2	C: 0	D: 0	E: 4	F: 24	G: 0	H: 1	I: 4	J: -2
COc1cc(CNC(=O)c2cccc(COc3ccc(Cl)cc3)c2)cc(OC)c1
  A: 1	B: -1	C: 2	D: 16	E: 2	F: -1	G: -105	H: 2	I: -77	J: 3
Cc1cccc(-n2c(-c3ccncc3)n[nH]c2=S)c1
  A: 1	B: 2	C: 2	D: 0	E: -31	F: 4	G: -42	H: -1	I: -10	J: 4
Oc1ccc(C[C@H]2CNCCN2CC2(c3ccccc3)CC2)cc1
  A: 11	B: -1	C: 7	D: .	E: 5	F: -11	G: .	H: .	I: -7	J: -5
CC(NC(=O)CCn1c(=S)[nH]c2ccsc2c1=O)c1ccccc1 (stereo not drawn)
  A: .	B: -2	C: .	D: 2	E: 0	F: 8	G: -40	H: 0	I: 5	J: 1
COc1cc(CCC(=O)N2CCN(c3ccc([N+](=O)[O-])cc3)CC2)cc(OC)c1OC
  A: -4	B: -1	C: 3	D: 0	E: 0	F: -19	G: -22	H: -1	I: 27	J: -10

Further structures:
Field names – A = Dyrk1A ADPGlo; B = GSK3A inh; C = GSK3B inh; D = HSP90 refold inh; E = Platelet DG rel; F = HSF-1 act; G = KLF5 inh; H = IEC-6 cytotox; I = aSyn UTR inh; J = HSF1 inh
COc1ccc(-c2c(C#N)sc(C(N)=O)c2-c2ccc(OC)cc2)cc1
  A: 7	B: 1	C: -3	D: 3	E: 2	F: 24	G: -68	H: 11	I: -9	J: 4
CCn1c(SCc2ccc(OC)c(F)c2)nc2ccccc2c1=O
  A: 7	B: -1	C: 0	D: 2	E: -5	F: 18	G: 16	H: -1	I: 27	J: 3
O=C(c1cc(C(=O)N2CCOCC2)c2nc3ccccc3n2c1)c1ccccc1O
  A: .	B: .	C: -7	D: -3	E: 7	F: -4	G: -32	H: 3	I: 3	J: -2
CCOC(=O)c1ccc[n+](CC(=O)Nc2ccccc2OC(F)F)c1
  A: 5	B: 0	C: -1	D: 2	E: -3	F: -10	G: -21	H: 6	I: -1	J: 1
COc1ccc(/C=N/NC(=O)c2ccn[nH]2)cc1CSc1ccccn1
  A: 1	B: -1	C: 1	D: -1	E: 1	F: 9	G: -148	H: 3	I: -67	J: 22
CCc1nnc(NC(=O)CCC(=O)N2CCN(c3ccccn3)CC2)s1
  A: 7	B: -2	C: 2	D: 1	E: -4	F: 15	G: -1	H: -7	I: -13	J: -8
COc1ccc(Nc2nc(-c3cccc([N+](=O)[O-])c3)nc3ccccc23)c(OC)c1
  A: -2	B: 0	C: 2	D: -5	E: -1	F: -11	G: 3	H: 4	I: 28	J: -2
Cc1cc(NC(=O)CSc2ncccc2C(=O)O)no1
  A: .	B: 2	C: 4	D: -3	E: -7	F: -5	G: -3	H: -4	I: 24	J: -3
COc1ccc(S(=O)(=O)N2CCC(C(=O)NCC3CCCCC3)CC2)cc1
  A: -9	B: 0	C: 3	D: 3	E: .	F: -3	G: -4	H: 0	I: 3	J: -9

An excerpt, so the mix of outcomes need not match the whole.
